IL-1B inflam inh = blocks inflammasome-driven IL-1 beta release. activity change, % at 57.5 µM. hit rate 4.7% among 360,000. THP-1 LPS/ATP IL-1B secretion, AlphaLISA, 16 h; active compounds read low; in the data active = activity change below about -50%; inconclusive = mostly about -30% to -49%; note: % is set by controls: 0 for no effect and ±100 for the full control effect
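Secreted IL-1B measured by AlphaLISA bead assay after 16 h compound exposure of THP-1 cells; compounds (final up to 57.5 uM) added 1 h before LPS (250 ng/mL) and ATP (1.25 mM) stimulation; lower signal means less secretion.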
SW480 rereplic = induces DNA re-replication in SW480 colon adenocarcinoma cells; SW480 DNA re-replication, Hoechst DNA content imaging, 48 h; Potency, µM (series often up to 46.1 µM), inactives show at the top dose re-replication activation, hits mostly activators; hit rate 1.8% among 340,000; note: potency is the fitted concentration of half-maximal effect; % of control where 0% means no effect; nearly all actives have a fitted effect of over 55% in size
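Hoechst fluorescence of nuclei (405 nm excitation, 500-530 nm emission) measured by plate-scanning imager after 48 hr compound exposure at 37 C; re-replication scored as increased number of nuclei with elevated intensity.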
GLP1R ag = agonists of human GLP-1 receptor | HEK293 GLP-1R CRE-luciferase, luminescence, 4-6 h; cells express a hypersensitive GLP-1R form | Potency, µM (titrated, usually from 45.6 µM), inactives show top-dose activation, usual class: activators | hit rate 0.007% among 380,000; note: potency is the fitted concentration of half-maximal effect; % of control where 0% means no effect
Target sequence (P43220 whole entry, looked up): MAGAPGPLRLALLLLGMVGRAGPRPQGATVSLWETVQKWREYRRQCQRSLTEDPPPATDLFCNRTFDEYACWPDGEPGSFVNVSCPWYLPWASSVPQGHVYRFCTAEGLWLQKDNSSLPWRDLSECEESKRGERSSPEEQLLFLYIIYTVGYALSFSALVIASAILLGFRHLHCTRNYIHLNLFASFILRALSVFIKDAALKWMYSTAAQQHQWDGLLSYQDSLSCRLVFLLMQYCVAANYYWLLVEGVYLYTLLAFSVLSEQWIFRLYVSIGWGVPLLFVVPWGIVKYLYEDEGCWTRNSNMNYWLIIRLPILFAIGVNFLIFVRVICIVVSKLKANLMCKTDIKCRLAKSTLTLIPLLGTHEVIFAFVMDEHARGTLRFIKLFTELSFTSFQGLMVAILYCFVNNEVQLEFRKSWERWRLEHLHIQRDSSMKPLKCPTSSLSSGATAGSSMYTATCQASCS
D3 ag = activates the human D3 dopamine receptor. P35462. D3R DiscoveRx beta-arrestin cells, luminescence, 90 min. max activation, %. hit rate 0.58% among 410,000. AID 652048; in the data active = max activation above about 30%; note: 0% is about no effect; mostly tested at two doses, the higher about 12 µM
Target sequence (P35462 whole entry, looked up): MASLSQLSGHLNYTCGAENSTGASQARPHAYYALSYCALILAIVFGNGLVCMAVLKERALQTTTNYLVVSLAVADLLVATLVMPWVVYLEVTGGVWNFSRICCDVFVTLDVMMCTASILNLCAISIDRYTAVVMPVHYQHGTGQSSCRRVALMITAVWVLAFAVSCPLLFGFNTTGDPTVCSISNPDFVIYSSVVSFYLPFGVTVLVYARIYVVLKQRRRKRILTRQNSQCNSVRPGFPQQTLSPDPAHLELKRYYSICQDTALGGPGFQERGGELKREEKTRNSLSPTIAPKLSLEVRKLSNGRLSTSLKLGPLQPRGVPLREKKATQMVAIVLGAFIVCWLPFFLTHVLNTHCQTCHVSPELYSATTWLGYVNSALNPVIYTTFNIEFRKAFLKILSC
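Agonist mode: compounds and dopamine controls were applied to plated cells for 90 min at 37 degrees C after an overnight attachment at 1500 cells/well. Luminescent read-out followed 30 - 60 minutes at room temperature with DiscoveRx detection reagent.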
HT1080 IDH1KD tx = HT-1080 IDH1 knockdown cell toxicity (counter line); Potency, µM (titrated, usually from 46.1 µM), inactives show at the highest dose activity, negative = toxicity, usual class: cytotoxic; hit rate 2% among 360,000; HT-1080 IDH1 knockdown viability, ATP luminescence, 48 h;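 note: potency is the fitted concentration of half-maximal effect; 0% = DMSO wells and -100% = cell-free medium wells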
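Knockdown cells (IDH1KD HT-1080) received compounds 2 h after plating at 750 cells/well and were kept 48 h at 37 °C in 5% FBS RPMI. A CellTiter-Glo luminescence read gave % activity for curve fitting.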
KB-V1 MDR tox = kills drug-selected multidrug resistant KB-V1 cells; hit rate 3.4% among 400,000; KB-V1 MDR cells viability, CellTiter-Glo, 72 h; Potency, µM (highest dose often 46.1 µM), for the others: top-dose activity change, negative = cytotoxicity, most hits filed as cytotoxic; note: potency is the fitted concentration of half-maximal effect; % is set by controls: 0 for no effect and ±100 for the full control effect; nearly all actives have a fitted effect of over 60% in size
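qHTS viability screen in drug-selected KB-V1 MDR cells: 72 h compound treatment at 37 degrees C, ATP luminescence end point.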
KB-3-1 cytotox = kills parental KB-3-1 adenocarcinoma cells | hit rate 1.4% among 400,000 | KB-3-1 viability, CellTiter-Glo ATP luminescence, 72 h | Potency, µM (series often up to 46.1 µM), for the others: top-dose activity change, negative = cytotoxic, hits mostly cytotoxic; note: potency is the fitted concentration of half-maximal effect; % is set by controls: 0 for no effect and ±100 for the full control effect; nearly all actives have a fitted effect of over 60% in size
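Using CellTiter-Glo luminescence, growth of non-resistant KB-3-1 adenocarcinoma cells is assessed 72 h after pin-tool compound addition at 37 °C. Normalized responses across the concentration series yield fitted curves.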
HT1080-NT tox = kills 2HG-producing HT-1080-NT fibrosarcoma cells. HT-1080-NT fibrosarcoma viability, CellTiter-Glo ATP luminescence, 48 h. Potency, µM (top dose mostly 46.1 µM), inactives show at the highest dose activity, negative = less viability, usual class: cytotoxic. hit rate 1.6% among 360,000. AID 686970;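 note: NT is the 2HG producing partner of a matched IDH1 knockdown line; potency is the fitted concentration of half-maximal effect; 0% = DMSO-treated cells and -100% = media-only wells without cells; nearly all actives have a fitted effect of over 55% in size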
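Fibrosarcoma NT cells, 750 per well in 5% FBS RPMI, were exposed to compound for 48 hours. Viability: CellTiter-Glo luminescence.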
DRD3 antagonist = D3 dopamine receptor (human) antagonism | D3R cells, DiscoveRx beta-arrestin luminescence, antagonist mode; active compounds read low | max response, negative = inhibition, % | hit rate 2.5% among 360,000; in the data active = max response below about -50%; inconclusive = no clear call, values can overlap the other calls; note: % is set by controls: 0 for no effect and ±100 for the full control effect; mostly tested at two doses, the higher about 12 µM
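Cells expressing the human receptor were seeded at 1500 cells/well, incubated overnight at 37 degrees C in 5% CO2, then exposed to library compounds with dopamine controls for 90 minutes at 37 degrees C before luminescent detection.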
Active calls of the source: *; i = inactive; u = inconclusive; & = joins results of further samples; [ ] = dose if it differs, or a comment. Unless noted, calls come from the whole dose curve; as a rule, active = well fitted curve in the direction sought with a large enough effect; inconclusive = small, poorly fitted or top-dose-only effect, or another doubt; inactive = no such curve, though single readings can be large; an effect the other way counts as inactive or inconclusive. An unsorted share of the library. About 12% of those tested had a hit in this group.

SMILES	IL-1B inflam inh	SW480 rereplic	GLP1R ag	D3 ag	HT1080 IDH1KD tx	KB-V1 MDR tox	KB-3-1 cytotox	HT1080-NT tox	DRD3 antagonist
CN(C)CCCO/N=C(\c1ccccc1)c1ccncc1	u	1%	-5%	-9	22%	20%	18%	11%	-5
COc1cc(C(=S)N2CCOCC2)ccc1OS(=O)(=O)c1ccc(Cl)cc1	-3	u	2%	-8	-19%	-7%	-15%	-22%	6
CCN(CC(=O)NCc1ccc(F)cc1)C(=O)c1ccc(C(=O)c2ccccc2)cc1	9	-10%	12%	10	0%	u	-4%	-25%	16
O=C(Nc1ccc(S(=O)(=O)N2CCCCC2)cc1)c1ccccc1F	u	-21%	8%	0	-9%	u	u	1%	-2
COC(=O)c1ccc(OCC(O)CN(CCO)CC(O)Cn2ccc3ccccc32)cc1 (stereo not drawn)	-4	0%	7%	4	-29%	u	-10%	-26%	15
N#Cc1cc(C(=O)c2ccccc2OCC(=O)Nc2ccccc2)cn(C2CCCCC2)c1=O	5	-8%	7%	-2	7%	-15%	-1%	14%	13
O=C(CSc1ccccc1C(=O)O)Nc1ccc2c(c1)OCO2	12	0%	7%	3	2%	u	29%	0%	-15
Cc1sc2ncnc(N3CCC(C(=O)N(C)CC(=O)Nc4ccccc4Br)CC3)c2c1C	u	1%	-12%	5	-19%	u	-6%	-2%	3
COc1ccc(CN2C(=O)c3cccnc3C2Nc2ccc(OC)c(Cl)c2)cc1 (stereo not drawn)	13	13%	8%	10	-2%	15µM*	18%	7%	14
CCN(CC(=O)NCc1cccs1)C(=O)c1cccc(S(=O)(=O)Nc2ccc(F)cc2)c1	3	2%	20%	0	0%	6%	-1%	6%	-11

A different layout for part of the listing above:
Every second line gives: IL-1B inflam inh	SW480 rereplic	GLP1R ag	D3 ag	HT1080 IDH1KD tx	KB-V1 MDR tox	KB-3-1 cytotox	HT1080-NT tox	DRD3 antagonist
- O=C(Nc1ccc(S(=O)(=O)N2CCCCC2)cc1)c1ccccc1F
    u	-21%	8%	0	-9%	u	u	1%	-2
- COC(=O)c1ccc(OCC(O)CN(CCO)CC(O)Cn2ccc3ccccc32)cc1 (stereo not drawn)
    -4	0%	7%	4	-29%	u	-10%	-26%	15
- N#Cc1cc(C(=O)c2ccccc2OCC(=O)Nc2ccccc2)cn(C2CCCCC2)c1=O
    5	-8%	7%	-2	7%	-15%	-1%	14%	13
- O=C(CSc1ccccc1C(=O)O)Nc1ccc2c(c1)OCO2
    12	0%	7%	3	2%	u	29%	0%	-15

Remaining list, next part.
SMILES	IL-1B inflam inh	SW480 rereplic	GLP1R ag	D3 ag	HT1080 IDH1KD tx	KB-V1 MDR tox	KB-3-1 cytotox	HT1080-NT tox	DRD3 antagonist
CCOC(=O)C1(Cc2cccc(OC)c2)CCCN(C(=O)c2cc(C)[nH]n2)C1 (stereo not drawn)	5	-2%	8%	5	u	9%	8%	18%	10
CCO[C@@H]1OC(C(=O)N2CCOCC2)=C[C@H](c2ccccc2)[C@H]1CCCO	5	-7%	-6%	-1	-2%	10%	2%	-2%	-65*
CC1CCN(S(=O)(=O)c2ccc3nc(-c4ccccn4)cc(C(=O)NCCN(C)Cc4ccccc4)c3c2)CC1	-10	0%	-7%	0	8%	0%	u	2%	1
CCOP(C)(=O)C1(C(=O)OCc2ccccc2)CC1 (stereo not drawn)	0	0%	-18%	-3	4%	23%	4%	7%	19
O=C(CN1CC(=O)Oc2ccccc21)NCc1ccco1	18	-12%	-4%	7	8%	18%	8%	4%	-6
CC(C)(C)NC(=O)C(c1ccccn1)N(C(=O)C1CSC(=O)C1)c1ccc(F)cc1 (stereo not drawn)	16	1%	-3%	0	5%	13%	8%	4%	25
CCCc1nnc(NC(=O)CCC(=O)N2CCN(Cc3cc(Cl)ccc3OC)CC2)s1	0	9%	-1%	-14	-10%	-6%	-4%	2%	-23
O=C(/C=C/c1ccccc1Cl)NC1CCCCC1	u	-2%	-1%	-5	-2%	-15%	-7%	6%	u
Cn1c(=O)oc2cc(S(=O)(=O)NCCC(=O)NCCc3ccccc3)ccc21	14	-2%	-5%	10	-1%	-12%	2%	15%	0
O=C(c1ccc2c(c1)CCN2S(=O)(=O)c1ccccc1)N1CCN(c2ccc(F)cc2)CC1	-20	18%	-5%	3&14	-14%	-4%&0%	u	-18%	17
O=C(C1=C[C@H](c2ccc(C(F)(F)F)cc2)C[C@H](OCc2ccc(CO)cc2)O1)N1CCCCCCC1	-22	0%[9.22 µM]	2%	0	u	u	-29%	u	-72*
COc1ccccc1-c1nc2n(n1)C(c1ccc(Cl)cc1)C(C(N)=O)=C(C)N2 (stereo not drawn)	-24	0%	0%	2	-1%	17%	4%	2%	-26
CCOc1ccc(S(=O)(=O)N2CCC(C(=O)NCCc3ccc(OC)c(OC)c3)CC2)cc1	-18	-17%	7%	-2	4%	-11%	3%	3%	8
O=C(c1cc(-c2cccs2)on1)N1CCc2ccccc2C1	8	-2%	1%	4	7%	12%	2%	5%	7
Cc1ccc(-c2ccc3nnc(SCC(=O)NCC4CCCO4)n3n2)cc1 (stereo not drawn)	u	19%	-1%	1	9%	20%	21%	9%	21
Cc1ccc(/C=N/NC(=S)NC(C)C)o1	5	1%	5%	1	-19%	1%	11%	14%	-15
COc1ccc(/C=C/c2ccncc2)cc1OC	-13	-11%	15%	7	6%	-20%	-13%	14%	-2
COc1ccccc1CNc1cncnc1	19	-1%	-1%	-5	-3%	-22%	-3%	-4%	-2
Cc1cnc(NC(=O)c2ccccn2)s1	-100*	u	-4%	-8	u	u	u	u	0
CCc1ccccc1NC(=O)CCc1c(C)nc(SC)nc1C	24	14%	5%	2	1%	-20%	0%	1%	-9
Cc1ccc(N(Cc2ccc(C(=O)NCCSc3ccccn3)cc2)S(C)(=O)=O)cc1C	0	1%	-3%	4	-6%	21µM*	22%	1%	0
CC(C)(C)c1cc(NC(=O)c2cccc([N+](=O)[O-])c2)no1	-3	-5%	1%	-11	22%	-14%	5%	27%	-9
COc1ccc(/C=N/NC(=O)C(N)=O)c(OC)c1OC	34	-3%	5%	-3	11%	21%	7%	4%	2
CCOC(=O)N1CCN(CC(O)COCc2ccccc2)CC1 (stereo not drawn)	9	-11%	-11%	1	6%	16%	8%	11%	-24
Cc1ccc(-c2c[n+](Cc3ccc(Cl)c(Cl)c3)c3n2CCC3)cc1	-79*	60%	-4%	-8	u	2%	3.7µM*	u	-24
O=C(CCc1ccccc1)NC1C2CC3CC(C2)CC1C3 (stereo not drawn)	1	-3%	8%	-5	-10%	-20%	-15%	0%	28
O=C(COc1ccc(Cl)cc1Cl)N/N=C/c1ccc(OC2OC(CO)C(O)C(O)C2O)cc1 (stereo not drawn)	-12	-22%	0%	2	-5%	-16%	25%	-22%	-10
COc1ccc(CCNC(=O)CCc2ccc(S(=O)(=O)NC(C)C)cc2)cc1OC	17	-12%	-2%	1	1%	2%	1%	26%	1
COCCn1c(N)c(N(Cc2ccccc2)C(=O)c2ccc(-c3ccc(Cl)cc3)o2)c(=O)[nH]c1=O	-19	27%	-1%	-6	-1%	-15%	5%	-1%	-24
Cc1ccc(S(=O)(=O)NCC(c2ccc3c(c2)OCO3)N2CCOCC2)cc1 (stereo not drawn)	2	-5%	-12%	1	12%	u	22%	4%	18
CCN(CC)C(=O)c1ccc(COc2ccccc2Cl)cc1	-59*	1%	u	1	-13%	u	1%	-3%	8
O=C1O[C@H](CO)[C@@H](O)[C@H](O)[C@H]1O	-14	-11%	1%	12&2	6%	4%	0%	0%	1
Cc1cccc(N(CC(O)CON=C2c3ccccc3-c3ccccc32)S(C)(=O)=O)c1 (stereo not drawn)	u	u	4%	27	u	-23%	20%	u	13
COc1ccccc1CNC(=O)[C@@H]1CCCN1C(=O)C1CCN(S(=O)(=O)c2ccc(C)cc2)CC1	3	-1%	0%	-3	-11%	16µM*	-1%	-5%	-14
CCN1CCN(S(=O)(=O)c2ccc(Cl)c(C(=O)NC3CC3)c2)CC1	2	-5%	-13%	4	15%	-17%	3%	5%	12
COc1ccc(Cl)cc1S(=O)(=O)N1CCC(C(=O)NC2CCCC2)CC1	8	u	3%	1	-5%	0%	2%	0%	-4
CC(=O)N1CCN(C(=O)c2ccc(S(=O)(=O)Nc3cccc(C(F)(F)F)c3)cc2)CC1	-14	-2%	1%	0	-10%	0%	-2%	5%	2
CCN(CC)S(=O)(=O)c1cccc(C(=O)OCC(=O)NCc2ccccc2OC)c1	20	-48%[inhibitor]	10%	-12	-6%	2%	-3%	-10%	10
NC(=O)COc1ccc2c3c(c(=O)oc2c1)CCCCC3	-8	-4%	21%	-7	-18%	u	13%	13%	-3
CSc1nc2nc3c(c(=O)n2[nH]1)CCCC3	0	-2%	-9%	2	21%	0%	5%	14%	0
CCN(CC(=O)Nc1ccc(OC)cc1)C(=O)c1ccc(N2C(=O)CCC2=O)cc1	-14	-21%	0%	-8	0%	-16%	1%	-6%	-20
COc1ccccc1C(=O)N/C(N)=N/c1nc2ccccc2o1	43	u	14%	-5	0%	1%	4%	1%	27
CCOc1ccc(C(CC(=O)O)NC(=O)c2sc3ccccc3c2Cl)cc1 (stereo not drawn)	16	4%	1%	-1	-6%	-3%	5%	7%	u
CCOc1ccc(NC(=O)Cn2ncc3ccccc32)cc1	-1	-4%	-4%	3	9%	-11%	0%	21%	11
Cc1ccc(S(=O)(=O)NCCC(=O)N2CCCCCCC2)cc1C	-2	-6%	-1%	5	4%	-3%	0%	2%	-1
COc1ccc(S(=O)(=O)N2CCCOC2CNC(=O)C(=O)NCCCN2CCOCC2)cc1C (stereo not drawn)	i	2%	2%	-8	-2%	-3%	-4%	-11%	-5
O=C(C1CC1)N1CCc2cc(Br)cc(S(=O)(=O)NCc3ccccn3)c21	-8	-2%	-1%	-4	4%	0%	-5%	1%	1
Cc1ccccc1CN(C)CC(=O)NC(C)CCc1ccccc1 (stereo not drawn)	-8	-3%	14%	-6	-20%	u	-1%	2%	3

Screening results from PubChem BioAssay.
